# Assay outcomes from PubChem.
# Mm-Cpn inhibitor: blocks the Methanococcus maripaludis chaperonin Mm-Cpn; purified Mm-Cpn ATPase, ADP Transcreener TR-FRET; Potency, µM (series often up to 76.9 µM), for inactives: top-dose activity, negative = inhibition, actives largely listed as inhibitors; AID 504842; 0.031% of 330,000 active; active means well fitted inhibition curve with a large enough effect; inconclusive means small, poorly fitted or top-dose-only effect; further: nearly all actives have a fitted effect of over 80% in size
#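 ATPase read-out: TR-FRET ADP immunoassay (anti-ADP Eu cryptate vs ADP-d2), ex 320 nm, em 590/665 nm; signal drops as ADP forms. Enzyme 25 nM, ATP 10 uM, 30 min at 37°C after 10 min compound preincubation.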
# Numbers without * were called inactive; ? = inconclusive; [ ] = another dose, or the depositor's remark. On the % scale 0 is the no-effect control and ±100 the full control effect; potency means the concentration at half of the fitted maximal effect.
canonical_smiles | Mm-Cpn inhibitor
O=Nc1c(-c2cccc([N+](=O)[O-])c2)nc2ncccn12 | -2%
CCCCOc1ccc(C(=O)Nc2ccc(S(=O)(=O)Nc3onc(C)c3C)cc2)cc1 | 2%
COc1cccc(C(=O)Nc2ccncc2)c1 | -1%
COc1ccc(OC)c(NC(=O)c2ccc3nc(-c4ccccc4)c(-c4ccccc4)nc3c2)c1 | 1%
CCN(CC)C(=O)CSc1ncnc2c(-c3ccc(OC)cc3)nsc12 | 0%
O=C(O)c1cn(Cc2cccnc2)c(=O)c2ccccc12 | 1%
CCCN1C(=O)/C(=C/c2c(N3CCNC(=O)C3CC(=O)OC)nc3c(C)cccn3c2=O)SC1=S (stereo unspecified) | -2%
COc1ccc2c(c1)/C(=N/N1C(=O)c3ccccc3C1=O)C(=O)N2 | -4%
COc1ccc(-n2c(SCC(=O)Nc3ncc(Cl)cc3Cl)nc3ccccc32)cc1 | -4%
CCn1cc(C(=O)NC2CCCc3c2cnn3-c2cccc(C)c2C)cn1 (stereo unspecified) | 0%
NC(=O)c1ccccc1-c1noc(-c2ccccc2F)n1 | 2%
CCOC(=O)c1nn(-c2ccccc2)c(=O)c2c(N)sc(C)c12 | 1%
COc1ccc(S(=O)(=O)NC2CC(C)(C)NC(C)(C)C2)c(C)c1C | 0%
CC(Oc1ccc(Br)cc1Br)C(=O)NC1CCCC1 (stereo unspecified) | -1%
O=C(NCc1ccc2[nH]c3c(c2c1)CCCC3)N1CCOCC1 | 0%
CCOC(=O)C1=c2/c(=C/c3ccccc3OC)c(N)c(C#N)n2C(=O)C(c2ccccc2OC)S1 (stereo unspecified) | 2%
CC1CN(c2nc3ccccc3nc2C(C#N)C(=O)NC2CCCCC2)CC(C)O1 (stereo unspecified) | 0%
Cc1nnc(NC(=O)c2oc3cc(C)c(C)cc3c2C)s1 | -4%
COc1ccc(NC(=O)N(Cc2cccs2)Cc2cc3cc4c(cc3[nH]c2=O)OCO4)cc1 | 0%
O=C(c1ccc(Cn2c(=S)[nH]c3cc4c(cc3c2=O)OCO4)cc1)N1CCN(c2ncccn2)CC1 | -23%
COc1ccc(/C=C2\CCCC(C(=O)C(F)(F)F)=C2O)cc1OC | -3%
COc1ccc([C@]23Cc4cc(OC)c(OC)cc4C(O2)c2c(cc(-c4ccccc4)oc2=O)O3)cc1 | 2%[15.4 µM]
COc1ccc(/C=N/NC(=S)Nc2ccccc2)cc1COc1ccccc1F | -4%
COc1ccc2no[n+]([O-])c2c1 | -2%
Cc1cccc(NC(=O)c2c(O)c3cccc4c3n(c2=O)CCC4)n1 | -1%
Cc1ccc2c(Cl)cc(Cl)c(OCC(=O)Nc3ccc(C)c(S(=O)(=O)N(C)C)c3)c2n1 | 0%
COc1ccc(NC(=O)COC(=O)c2c(F)cccc2Cl)cc1OC | -1%
O=C(CN1CCSCC1)N1CCc2[nH]c3ccc(Br)cc3c2C1 | 4%
O=S(=O)(c1ccc(S(=O)(=O)N2CCN(Cc3ccccc3)CC2)cc1)N1CCOCC1 | 0%
Cc1ccc2c(COC(=O)c3cnc(C)cn3)cc(=O)oc2c1 | -2%
CC(=O)c1ccc(N2CCN(C(=O)Nc3ccc(F)cc3)CC2)cc1 | -6%
COc1ccc([C@]23Cc4ccccc4C(O2)C2=C(CC4(CCCCC4)OC2=O)O3)cc1 | ?
CC1Oc2ccccc2N(Cc2ccccc2F)C1=O (stereo unspecified) | 1%
CC1CCC(NC(=O)CN2C(=O)COc3ccc(S(=O)(=O)N4CCCC4)cc32)CC1 (stereo unspecified) | -2%
O=C(NC1CC2CCCC(C1)N2Cc1cccs1)c1ccc([N+](=O)[O-])cc1 (stereo unspecified) | 1%
CC1=C(C#N)C(=O)N(C2CCS(=O)(=O)C2)C(=O)/C1=C\c1ccco1 (stereo unspecified) | -4%
O=C1c2oc3ccc(Cl)cc3c(=O)c2C(c2cccnc2)N1Cc1ccco1 (stereo unspecified) | -1%
O=C1c2ccccc2C(=O)N1c1cccc(-c2csc(Nc3ccc4c(c3)OCO4)n2)c1 | -1%
Cc1ccc2nc(N3CCCCC3)c(C=O)c(=O)n2c1 | 1%
CC1=C(C(=O)Nc2ccccc2)C(c2sccc2C)n2nnnc2N1 (stereo unspecified) | -1%
Clc1ccc(-c2n[nH]c3c2Cc2ccccc2-3)cc1Cl | -6%
CC(C)C(NC(N)=O)C(=O)NC1CCCCC1 (stereo unspecified) | 1%
CCC(C)n1c(C)nc2c(c1=O)c1nc3ccccc3nc1n2-c1ccc2c(c1)OCCO2 (stereo unspecified) | ?
COc1ccc(CC(=O)Nc2ccccc2Oc2ccccc2)cc1 | 4%
COc1ccc(C2CC(=O)C(C=NCCN3CCNCC3)=C(O)C2)cc1OC (stereo unspecified) | 1%
CC(=O)c1sc(NC(=O)COc2c(C)cc(Cl)cc2C)nc1C | -5%
COc1ccc2c(c1)c1nc3n(c(=O)c1n2CC(=O)Nc1cc(C)[nH]n1)CCS3 | -6%
COC(=O)C/C=C/[C@@H](C)[C@@H](/C=N/OC[C@H]1O[C@H](c2ccccc2)C=C[C@@H]1Oc1ccc(OC)cc1)NS(=O)(=O)c1ccc(C)cc1 | 1%
CN(C)c1c(-c2ccccc2)cc(-c2ccccc2)[nH]c1=O | 1%
COC(=O)c1ccc(-c2nc3ccccc3o2)cc1 | -1%
COc1ccc(-c2coc3c(CN4CCCCC4)c(O)c(CN4CCCCC4)c(O)c3c2=O)cc1 | 0%
CCOC(=O)N1CCC(NC(=O)CN2C(=O)CSc3nc(C)cc(C)c32)CC1 | 2%
C#CCOCCOCCOCCNc1nc(N2CCN(C(=O)CCCCCCCCCCNC(=O)[C@H]([C@@H](C)CC)n3cc(CCCCCN)nn3)CC2)nc(N2CCN(C(=O)CCCCCCCCCCNC(=O)[C@@H]([C@H](C)CC)n3cc(CCCCCN)nn3)CC2)n1 | ?
O=C(CSCCSCC(=O)c1ccco1)c1ccco1 | -1%
O=C(Nc1ccc(N2CCOCC2)c(C(=O)O)c1)c1ccco1 | 2%
COc1ccc(Cc2nnc(NC(=O)c3c(-c4ccccc4)noc3C)s2)cc1OC | 1%
CC(C)c1nc2sc3c(=O)[nH]c(=S)[nH]c3c2c2c1CCC2 | -26%
CCn1c(SCC(=O)N2CCOCC2)nc2oc3c(Cl)cc(Cl)cc3c(=O)c2c1=O | 1%
N#Cc1c(-c2ccncc2)c2c([nH]c1=O)-c1ccccc1OC2 | 0%
CCOC(=O)c1cnc(SCc2nc(N)nc(Nc3ccccc3OC)n2)nc1N | 1%

# Reformatted field by field: three of the compounds above
CC(=O)c1sc(NC(=O)COc2c(C)cc(Cl)cc2C)nc1C
  Mm-Cpn inhibitor = -5%
COc1ccc(CC(=O)Nc2ccccc2Oc2ccccc2)cc1
  Mm-Cpn inhibitor = 4%
COc1ccc([C@]23Cc4ccccc4C(O2)C2=C(CC4(CCCCC4)OC2=O)O3)cc1
  Mm-Cpn inhibitor = ?

# The results go on.
canonical_smiles | Mm-Cpn inhibitor
O=C1N=C(N2CCCC2)S/C1=C\c1cn[nH]c1-c1ccccc1 | -1%
O=c1[nH][nH]c(=S)n1-c1ccccc1C(F)(F)F | 0%
Cc1cc(N=Cc2c(O)n(-c3ccc(C)c(C)c3)c(=O)c3ccccc23)no1 | -1%
Cc1cc(Cl)c(OCCCCNC(C)(C)C)c(Br)c1 | -1%
COc1ccccc1-c1nn2c(-c3ccc(C(C)(C)C)cc3)nnc2s1 | -7%
CCOC(=O)C(Sc1ncnc2c1sc1nc(N3CCOCC3)c3c(c12)CCCC3)c1ccccc1 (stereo unspecified) | -3%
Cc1cc(C)n2nc(SCC(=O)N(C)c3c(N)n(Cc4ccccc4)c(=O)[nH]c3=O)nc2n1 | 0%
O=C(CSc1nc(N2CCCCC2)nc(N2CCCCC2)n1)N1CCc2ccccc21 | -4%
CCOC(=O)C1=C(C)N=C2SC(C)C(=O)N2C1c1ccc(OC(C)=O)c(OCC)c1 (stereo unspecified) | 0%
Clc1ccc(Cn2ncc3c(NCc4ccccc4)ncnc32)c(Cl)c1 | -1%
O=c1[nH]c(CSc2nnc(-c3ccco3)n2-c2ccccc2)nc2sc3c(c12)CCC3 | -3%
CN(C)S(=O)(=O)c1ccc(NC(=S)NC(=O)c2ccc(Br)o2)cc1 | -2%
Cc1ccc2c(c1)-n1c(nc3cc(F)ccc3c1=O)C(Cc1ccccc1)NC2=O (stereo unspecified) | 0%
N#Cc1ccc(-c2csc(N3CCC(C(N)=O)CC3)n2)cc1 | -5%
CCOC(=O)C1=C(O)/C(=C\c2ccc(CNC(=O)C(=O)Nc3ccc(C)c(C)c3)o2)N=C1C | 1%
O=C(c1cc(-c2ccncc2)nc2c(Cl)cccc12)N1CCN(c2ccccc2F)CC1 | 0%
O=C(/C=C/c1cccc([N+](=O)[O-])c1)NC(=S)Nc1ccccc1C(=O)O | 2%
Cn1c(C(C)(O)C(O)c2ccccc2)nc2ccccc21 (stereo unspecified) | 0%
Cc1ccc(C)c(CSc2nc3ccncc3n2CC(=O)Nc2ccc(C)c(C)c2)c1 | ?
Cc1ccc2c(c1)[nH]c1c(N3CCN(Cc4ccc5c(c4)OCO5)CC3)ncnc12 | 0%
c1ccc(-c2ccc(-c3ccccn3)nn2)nc1 | -1%
CC1C/C(=C/c2ccco2)C(=O)/C(=C/c2ccco2)C1 (stereo unspecified) | -1%
COc1ccc(-c2cc(C(=O)OCC(=O)NC(C)(C)C)c3ccccc3n2)cc1 | 0%
Cc1nc2c(C(=O)NCc3cccs3)cnn2c(C)c1Cc1ccccc1 | -1%
Cn1c(=O)c(C(=O)COC(=O)c2cc(-c3ccco3)nc3ccccc23)c(N)n(Cc2ccccc2)c1=O | -16%
COc1cc(/C=C/c2ccc3cccc(O)c3n2)c(Br)cc1O | 2%
Cc1ccc2c(c1)c1c(n2CC(O)CN2CCOCC2)CCCC1 (stereo unspecified) | -5%
COc1ccc(C=C2c3ccccc3C(=O)c3ccccc32)c(OC)c1 | 2%
CC(C)Cc1ccccc1O | 0%
CC1(C)CC(=O)c2sc(NC(=O)c3ccccc3)nc2C1 | -4%
COc1ccc(N2CCN(CCCNS(=O)(=O)c3c(C)noc3/C=C/N(C)C)CC2)cc1 | 0%
Cc1ccc(S(=O)(=O)CCC(=O)Nc2ccc(S(=O)(=O)N(C)C)cc2)cc1 | -4%
CC1(C(=O)Nc2cccc(C(F)(F)F)c2)CO1 (stereo unspecified) | -5%
COC(=O)/C=C1\OC(c2ccccc2)=CC1=O | 2%
O=C(Oc1ccc(OC(=O)N2CCCCC2)cc1)N1CCCCC1 | 0%
c1ccc(COCCC2CO2)cc1 (stereo unspecified) | -1%
O=C(Nc1ccc(F)c(F)c1)c1ccc(F)c(S(=O)(=O)N2CCOCC2)c1 | 0%
CCn1cc(C(=O)Nc2cccc(C)c2)c(=O)c2ccc(C)nc21 | 2%
COc1cc(S(=O)(=O)N2CCN(Cc3ccc4c(c3)OCO4)CC2)ccc1NC(C)=O | -1%
CCCOC(=O)c1ccc(Cl)c(NC(=O)c2cccnc2)c1 | 0%
CCCCn1c2ccccc2c2nnc(SCC(=O)NC3=NN=C(c4ccccc4)CS3)nc21 | -2%
CN1CCN(C(c2cc3cc4c(cc3[nH]c2=O)OCCO4)c2nnnn2C2CCCC2)CC1 (stereo unspecified) | -1%
Cc1cc(N2CCN(C(=O)c3ccco3)CC2)n2nc(C)c(-c3ccc(Cl)cc3)c2n1 | 0%
COc1ccc(NC(=O)CN2C(=O)S/C(=C/c3cccn3-c3ccc(C(=O)O)cc3)C2=O)cc1 | -1%
COCCCNC(=O)C1CCC(CNS(=O)(=O)c2ccc(C)cc2)CC1 (stereo unspecified) | 5%
CC(C)Cn1cc(C(=O)NC2CCN(Cc3ccccc3)CC2)c2c3ccccc3n(C)c2c1=O | 2%
O=P(O)(CN1CCCCC1)CN1CCCCC1 | ?
Cc1cc(C(F)(F)F)n(-c2nc(C(=O)Nc3ccccc3Oc3ccccc3)cs2)n1 | 0%
Cc1ccc(C(=O)n2c(=S)nc3ccccn32)cc1 | 0%
Cc1onc(-c2c(Cl)cccc2Cl)c1C(=O)n1nnc2ccccc21 | -25%
Cn1nc(CC(=O)Nc2cccnc2N2CCOCC2)c2ccccc2c1=O | 1%
CCOC(=O)CCCCC(=O)c1[nH]c(=O)[nH]c1CSc1nnc2c3cc(Br)ccc3n(C)c2n1 | -1%
CCn1c(=O)c(C2=NS(=O)(=O)c3ccccc3N2)c(O)c2ccccc21 | -11%
Cc1cccc(-n2c3nc(=O)[nH]c(=O)c-3cc3c(C)nn(-c4ccccc4)c32)c1 | -5%
C#CCOCCOCCOCCNc1nc(OC)nc(N2CCN(C(=O)[C@H](CCCCN)n3cc(C(N)CO)nn3)CC2)n1 (stereo partly specified) | 3%
COC(=O)[C@@]1(Cc2ccc(F)cc2)[C@H]2c3cc(C(=O)N4CCCC4)n(CCc4c[nH]c5ccc(OC)cc45)c3C[C@H]2CN1C(=O)c1ccccc1 | 1%
CN(c1ccccc1)c1ccc(/C=c2\s/c(=C(/C#N)C(=O)C(C)(C)C)n(Cc3ccco3)c2=O)cc1 | 1%
COc1ccc(-n2nc3cc(C)c(NC(=O)C(C)C)cc3n2)cc1 | -5%
Cc1c(Cl)cn2c(=O)cc(CN(C)Cc3nc4ccccc4c(=O)[nH]3)nc2c1Cl | -5%
Cc1ccc(C(=O)Nc2ccc(C(=O)N/N=C/c3ccncc3)cc2)cc1 | -1%
Clc1cccc(CN2COc3c(cc(Cl)c4cccnc34)C2)c1 | 2%
COc1ccc(-c2cc(C(F)F)n3ncc(C(=O)Nc4cnn(Cc5ccccc5)c4)c3n2)cc1 | 3%

# These rows are one share of the data; the hit share may differ from the screen's.
